Bioassay records as filed in PubChem.
GRK2 aptamer HTS – compounds blocking aptamer binding on GRK2 – biochemical, human GRK2, bead flow cytometry, HTS, primary screen. 0.59% of 330,000 active. Beta-adrenergic receptor kinase 1 (Homo sapiens), P25098. FAM-aptamer displacement from GRK2. inhibition of aptamer binding, % at 10 µM;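 active = inhibition of aptamer binding above 40%, roughly 3 SD of noise, on plates passing a quality check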;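 note: median bead fluorescence of bound FAM aptamer so fluorescent compounds give negative values; no value below 0 was filed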
Target sequence (P25098 whole entry, looked up): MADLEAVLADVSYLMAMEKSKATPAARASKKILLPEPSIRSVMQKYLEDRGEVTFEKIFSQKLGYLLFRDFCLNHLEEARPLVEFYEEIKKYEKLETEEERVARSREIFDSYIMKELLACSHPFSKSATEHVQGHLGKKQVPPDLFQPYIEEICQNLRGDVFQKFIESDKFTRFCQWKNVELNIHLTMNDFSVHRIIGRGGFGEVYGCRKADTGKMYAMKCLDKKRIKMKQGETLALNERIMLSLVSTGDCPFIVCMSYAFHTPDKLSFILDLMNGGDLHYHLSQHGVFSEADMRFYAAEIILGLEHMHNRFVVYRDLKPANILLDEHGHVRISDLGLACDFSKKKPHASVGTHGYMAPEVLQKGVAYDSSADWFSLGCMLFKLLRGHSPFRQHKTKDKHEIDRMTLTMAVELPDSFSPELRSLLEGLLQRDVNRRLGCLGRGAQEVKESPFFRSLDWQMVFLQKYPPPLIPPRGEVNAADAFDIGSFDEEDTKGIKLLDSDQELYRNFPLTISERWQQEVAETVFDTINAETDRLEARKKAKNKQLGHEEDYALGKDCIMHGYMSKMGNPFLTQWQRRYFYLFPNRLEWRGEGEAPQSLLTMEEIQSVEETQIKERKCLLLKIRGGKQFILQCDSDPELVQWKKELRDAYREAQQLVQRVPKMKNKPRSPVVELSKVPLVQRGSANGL
core dimer inh – inhibitors of HCV core protein dimerization, primary screen, biochemical, TR-FRET, high-throughput; 0.33% of 300,000 active; TR-FRET GST/Flag-core106 dimerization, 1536-well; inhibition, % at 5 µM;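 active = inhibition above the mean of all tested compounds plus 3 SD, set per screening campaign, cut at about 45% in these data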
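System – GST-tagged and Flag-tagged HCV core protein residues 1-106 · Repeats – one well for each compound · Technique – TR-FRET 671 and 617 nm emission · Doses – one concentration, 5 µM, in 0.5% DMSO · Times – 4 h, 22.5 °C incubation · Also added – Eu donor and XL665 acceptor anti-tag antibodies · Measure – percent inhibition of core106 dimerization signal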
procasp3 activ – activators of human procaspase-3 D3A mutant, primary screen, biochemical, absorbance, PC-3 D3A mutant, single concentration | 0.11% of 330,000 active | Caspase-3 (Homo sapiens), P42574 | recombinant procaspase-3 D3A, Ac-DEVD-pNA absorbance 405 nm | activation, % at 8.5 µM | AID 463141, 2010;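 active = activation above the mean of all tested compounds plus 3 SD, cut at about 21% in these data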;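 note: 0% = DMSO alone and 100% = DMSO wells spiked with extra 5 µM PC-3 D3A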
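Assay system: Procaspase-3 D3A mutant, all three cleavage aspartates alanine. Buffer or medium: Zinc-free HEPES saline buffer with Triton X-100. Times: 1 h compound preincubation, 2 h substrate hydrolysis at 25 °C. Measured by: 405 nm absorbance of p-nitroaniline, reads at 0 and 120 min. Read-out basis: percent activation relative to control range. Replicates: singlicate.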
PP5 inh – PP5 phosphatase inhibitors, primary screen, biochemical, fluorescence; Serine/threonine-protein phosphatase 5 (Homo sapiens), P53041; purified PP5c, OMFP substrate fluorescence; inhibition, % at 6.7 µM; 0.18% of 320,000 active; AID 1987, 2009;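 active = inhibition above the campaign's mean inhibition across all tested compounds plus 3 SD, cut at about 9.5% in these data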;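 note: 0% = DMSO only and 100% = 100 µM cantharidin control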
Fh CTSL1 inh – Fasciola hepatica cathepsin L1 inhibitors, primary screen, counter-screen for PFM18AAP inhibitor project, biochemical, QFRET, fluorogenic peptide substrate | AID 1906, 2009 | inhibition, % at 5.96 µM | recombinant F. hepatica cathepsin L1, Z-Leu-Arg-MCA fluorescence | 0.49% of 300,000 active;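 active = inhibition above the mean of all tested compounds plus 3 SD, set per screening campaign, cut at about 17% in these data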;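 note: 0% = plate median of test compound wells and 100% = 1 µM Z-Phe-Ala-diazomethylketone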
procasp7 counter – procaspase-7 activators, primary screen, counter-screen for procaspase-3 activator project, biochemical, absorbance, HTS, human; recombinant procaspase-7, Ac-DEVD-pNA absorbance 405 nm; D23A/D198A/D206A triple mutant, cannot self-cleave; scale: DMSO 0, 5 µM enzyme 100; 0.093% of 330,000 active; AID 463210, 2010; activation, % at 8.5 µM;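 active = percent activation above the screen-wide mean plus 3 SD, cut at about 25% in these data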
Target sequence (P55210 whole entry D23A/D198A/D206A): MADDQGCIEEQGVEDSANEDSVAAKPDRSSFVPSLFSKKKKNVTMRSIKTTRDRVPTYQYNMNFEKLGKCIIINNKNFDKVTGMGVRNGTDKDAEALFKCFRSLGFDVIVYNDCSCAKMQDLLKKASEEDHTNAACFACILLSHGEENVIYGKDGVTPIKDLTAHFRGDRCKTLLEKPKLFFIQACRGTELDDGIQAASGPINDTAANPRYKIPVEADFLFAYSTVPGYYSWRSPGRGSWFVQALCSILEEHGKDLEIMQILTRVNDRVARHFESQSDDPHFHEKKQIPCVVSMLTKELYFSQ
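Assay system: Uncleavable procaspase-7 mutant enzyme / Input: 2 µM procaspase-7 mutant as dispensed / Dosing: single nominal 8.5 µM compound dose, 0.8% DMSO final / Timing: 1 h enzyme–compound preincubation and 2 h substrate reaction, both 25 °C / Detection: p-Nitroaniline absorbance at 405 nm, read at 0 and 120 min / Replication: singlicate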
VLA-4 inh – inhibition in human VLA-4 binding assay, primary screen, VLA-4 allosteric modulator project, MLPCN library, flow cytometry, VLA-4 expressing cells; Integrin alpha-4 (Homo sapiens), P13612; ligand binding flow cytometry; inhibition, % (about 7 µM as worked out from the volumes in the protocol); 0.2% of 330,000 active; AID 2557, 2010; in the data active = inhibition above about 50%
PP1 inh – PP1-alpha phosphatase inhibitors, primary screen, counter-screen for PP5 inhibitor project, biochemical, fluorescence, OMFP substrate, single point. Serine/threonine-protein phosphatase PP1-alpha catalytic subunit (Homo sapiens), P62136. purified PP1alpha. inhibition, % at 6.7 µM. 0.9% of 320,000 active;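 active = inhibition above the mean inhibition of all tested compounds plus 3 SD, computed separately for each screening campaign, cut at about 15% in these data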
GASC-1 inh – inhibitors of GASC-1 histone demethylase, primary screen, biochemical, fluorescence, DELFIA europium; Lysine-specific demethylase 4C (Homo sapiens), Q9H3R0; GST-JMJD2C(1-420) H3K9me3 demethylation; inhibition, % at 2.35 µM; 0.069% of 330,000 active; AID 2099, 2009;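 active = more than half of a compound's replicate wells show inhibition beyond 50%, single wells judged on their own value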;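 note: signal counts dimethyl H3K9 product captured on neutravidin plate; 0% = median of DMSO wells and 100% = 0.3 times that DMSO median; strong numbers were not always called active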
* = called active by the depositor; i = inactive; . = not tested or not shown.

SMILES	GRK2 aptamer HTS	core dimer inh	procasp3 activ	PP5 inh	Fh CTSL1 inh	procasp7 counter	VLA-4 inh	PP1 inh	GASC-1 inh
O=C(COC(=O)/C=C/c1ccc(S(=O)(=O)N2CCOCC2)cc1)NC1CCCCCCC1	0	1	12	-0.9	-1	-4	5	4	0
CCOC(=O)CSCc1csc(CC(=O)Nc2ccccc2C)n1	0	3	2	1.2	-2	1	-7	-8	-5
COc1ccc(NC(=O)C2=CC(c3ccco3)=NS(=O)(=O)N2C)cc1	0	2	2	0.6	2	2	-3	0	71
CCC(=O)N1CCN(c2ccc(Cl)cc2NC(=O)Cc2ccccc2)CC1	1	-2	6	3.0	0	-4	-6	-3	3
O=C(Nc1ccccn1)c1ccc(Br)c(S(=O)(=O)N2CCCCC2)c1	0	-8	5	4.1	3	9	2	-1	1
Cc1ccc(S(=O)(=O)NCCCN2CCOCC2)c(C)c1	1	-1	-4	-1.8	-2	7	5	-3	1
COc1cc2ncnc(NCc3ccc4c(c3)OCO4)c2cc1OC	2	-2	-3	1.1	-1	5	-1	-1	8
Cc1ccc(C)c(NC(=O)CSc2ccc(-c3ccco3)nn2)c1	3	2	-9	1.8	-2	-16	4	-2	-6
COc1ccc(S(=O)(=O)NNC(=O)C2Cc3c(ccc4ccccc34)O2)cc1 (centres undefined)	5	6	9	0.7	-1	-3	6	-2	-1
O/N=C/c1ccccc1Oc1ccc(Cl)cc1	1	-4	14	4.2	-3	8	3	-2	9
COCC1CCN(C(=O)c2cc(COc3cncc(Cl)c3)on2)C1 (centres undefined)	2	-13	-1	-0.6	-1	-1	4	0	i
O=C(CSc1nnc(-c2ccco2)o1)c1ccccc1	1	23	5	1.2	3	-5	-8	3	7
Cc1ccc(C)c(NCCC#N)c1	1	4	1	2.5	-6	-2	10	0	-3
COc1ccc(C(=O)N/C(=C\c2cccc3ccccc23)C(=O)N2CCN(C)CC2)cc1OC	0	-4	0	-0.8	3	4	2	-3	13
Cc1ccc(OCC(=O)Nc2ccc3c(c2)nc(CCN2CCC(C)CC2)n3C)cc1	0	-6	9	-0.2	1	6	-3	-1	8
CCN(CC)C(=O)c1sc2c(c1C)c(=O)n(-c1ccc(OC)cc1OC)c(=O)n2CC(=O)c1ccccc1	1	0	0	0.0	4	10	11	8	4
Cc1csc(C(C#N)C(=O)c2ccncc2)n1 (centres undefined)	3	-4	-7	0.3	2	2	13	1	-10
Cc1ccc([N+](=O)[O-])cc1N1C(=O)CS/C1=N\NC(=O)c1cccnc1	0	8	-5	1.3	0	-2	4	-2	1
COC(=O)c1ccccc1NC(=O)c1cc2sccc2n1C	0	1	12	2.0	1	-2	-13	1	14
COc1ccccc1/C=C/c1nc2ccc(OC(C)=O)cc2c(=O)o1	3	4	-7	2.5	-5	0	-12	-2	6
COc1ccc(Nc2nc(-c3ccc(OC)cc3)c(CCC(=O)O)s2)cc1	0	-7	-13	2.2	0	-21	-5	-1	-4
O=C(c1ccc(N2CCN(S(=O)(=O)c3ccccc3)CC2)c([N+](=O)[O-])c1)N1CCOCC1	0	-6	0	2.0	-1	-6	18	3	14
N=C1S/C(=C\c2ccccc2F)C(=O)N1c1ccc(F)cc1	0	5	0	3.8	-1	-2	5	-1	-2
O=C(CCS(=O)NCc1ccccc1)NCc1ccccc1 (centres undefined)	4	0	-3	-0.8	-5	2	3	-1	-2
CC1SC(c2cccc(Cl)c2)NC1=O (centres undefined)	0	3	-2	0.1	1	6	0	-2	0
Cc1cccc(C)c1NC(=O)C(C)N1CCCCC1 (centres undefined)	0	3	6	1.0	-2	6	4	-8	53
O=C(Nc1ccc(Br)c2cccnc12)c1ccc(Cn2cc([N+](=O)[O-])cn2)o1	4	10	0	2.6	0	5	-7	-1	-6
COc1ccc(/C=C2/C(=O)ON=C2C)cc1Cl	0	7	-1	3.8	1	-24	15	-3	7
Cc1ccc(/C=N\NC(=O)c2csnn2)cc1	0	1	-3	-0.1	1	-4	2	2	13
CCS(=O)(=O)N1CCN(c2ccccc2F)CC1	2	0	-6	0.1	-5	11	3	-4	-18
C/C(=N/NC(=O)c1ccc(C)s1)c1cccc(NC(=O)COc2ccc(Cl)cc2C)c1	0	4	4	1.9	2	2	9	-3	1
COc1cc2sc3ccc(-c4ccc5[nH]ccc5c4)cc3c(=O)c2cc1OC	3	30	-20	-3.9	-5	-25	-17	4	-11
CSCC[C@H](NC(=O)C1CCN(S(=O)(=O)c2ccc(C)cc2)CC1)C(=O)NCC1CCCO1 (some centres undefined)	1	-4	9	-0.4	-1	6	2	2	-11
O=C(CCc1ccccc1)NNC(=O)Nc1cccc(Cl)c1	0	5	2	-1.1	-1	2	5	-3	-30
c1ccc2c(Oc3ccc4c(c3)OCO4)nncc2c1	1	-8	3	3.4	7	-3	0	6	-5
CCC1CCCCN1CCCNC(=O)CCCOc1cc(=O)n(C)c2ccccc12 (centres undefined)	0	-1	7	-1.9	-1	10	8	-1	-4
COc1ccc(NC(=O)CSc2n[nH]c(-c3ccco3)n2)cc1	0	-1	4	0.3	2	2	9	5	23
COC(=O)CSc1nnc(CNC(=O)c2ccc(S(=O)(=O)N(C)C)cc2)n1C	1	4	0	0.2	4	16	8	-3	4
CCc1cc(Br)ccc1N1C(=O)C2CC=CCC2C1=O (centres undefined)	1	-1	5	-0.1	2	4	13	-3	0
O=C(/C=C(\O)c1ccccc1)C(=O)NNC(=O)c1ccccc1	1	10	3	0.9	-3	-6	6	-1	-2
O=C(Cc1ccccc1)NNc1ccc2ccccc2c1	0	-5	-4	0.0	-1	-5	15	-4	-8
CN(CC1CCOCC1)C(=O)CC1C(=O)NCCN1Cc1ccc(-c2ccccc2)cc1 (centres undefined)	0	3	-2	0.2	-4	14	2	1	-3
COc1ccc(-n2cc(-c3ccccc3)c3c(NN4CCOCC4)ncnc32)cc1	1	3	-12	1.2	-1	2	26	-5	-5
Cc1ccc(S(=O)(=O)c2c(N)n(CC3CCOC3)c3nc4ccccc4nc23)cc1 (centres undefined)	3	5	10	2.6	2	1	10	-1	-4
COc1cc(/C=C/C(=O)OCC(=O)Nc2ccc(S(=O)(=O)N3CCCC3)cc2)ccc1O	3	9	4	2.9	-2	1	0	1	-17
CC(C)c1ccc(S(=O)(=O)N2CCN(C(=O)n3ccnc3)CC2)cc1	2	.	7	0.6	.	7	-6	1	6
Cc1ccc(C)c(N2C(=O)CC(Cc3ccc(Cl)cc3)C2=O)c1 (centres undefined)	0	3	5	0.7	3	14	9	-2	-1
CNC(=O)Cn1nc(C)c(S(=O)(=O)N2CCOCC2)c1C	0	.	-7	.	.	-3	-1	.	2
COc1ccc(CCNC(=O)CCCCCNC(=O)N2CCn3c2nc2ccccc23)cc1OC	1	9	0	0.9	-1	-5	-4	-4	-7
COc1ccc(NC(=O)CSc2nnc(-c3ccco3)n2N)cc1Cl	0	-4	2	0.9	-4	8	14	0	16

Additional structures follow.
SMILES	GRK2 aptamer HTS	core dimer inh	procasp3 activ	PP5 inh	Fh CTSL1 inh	procasp7 counter	VLA-4 inh	PP1 inh	GASC-1 inh
C1=CC2=NC34CCCCC3CC3=C(CCCC3)N4C2=CC1=NC1CCCCC1 (centres undefined)	6	-2	10	-1.0	-2	3	-1	2	13
CC(=O)N[C@H]1[C@H](OC2CCCCC2)O[C@H](COC(C)=O)[C@@H](OC(C)=O)[C@@H]1OC(C)=O	1	-6	5	1.2	-6	0	30	-1	-2
Cc1ccc2c(c1)c1c3n2CCN(CC(O)CNC(C)C)C3CCC1 (centres undefined)	4	-18	-2	3.0	-2	-3	1	2	-9
FC(F)(F)c1nnc(-c2ccccc2)nc1Sc1ccc(Cl)cc1	0	-1	8	-1.1	0	-2	72*	-2	-1

Rewritten with two lines to a compound: entries from further up
Results follow in this order: GRK2 aptamer HTS, core dimer inh, procasp3 activ, PP5 inh, Fh CTSL1 inh, procasp7 counter, VLA-4 inh, PP1 inh, GASC-1 inh
> COc1ccc(-n2cc(-c3ccccc3)c3c(NN4CCOCC4)ncnc32)cc1
  1, 3, -12, 1.2, -1, 2, 26, -5, -5
> Cc1ccc(S(=O)(=O)c2c(N)n(CC3CCOC3)c3nc4ccccc4nc23)cc1 (centres undefined)
  3, 5, 10, 2.6, 2, 1, 10, -1, -4
> COc1cc(/C=C/C(=O)OCC(=O)Nc2ccc(S(=O)(=O)N3CCCC3)cc2)ccc1O
  3, 9, 4, 2.9, -2, 1, 0, 1, -17
> CC(C)c1ccc(S(=O)(=O)N2CCN(C(=O)n3ccnc3)CC2)cc1
  2, ., 7, 0.6, ., 7, -6, 1, 6
> Cc1ccc(C)c(N2C(=O)CC(Cc3ccc(Cl)cc3)C2=O)c1 (centres undefined)
  0, 3, 5, 0.7, 3, 14, 9, -2, -1
> CNC(=O)Cn1nc(C)c(S(=O)(=O)N2CCOCC2)c1C
  0, ., -7, ., ., -3, -1, ., 2
> COc1ccc(CCNC(=O)CCCCCNC(=O)N2CCn3c2nc2ccccc23)cc1OC
  1, 9, 0, 0.9, -1, -5, -4, -4, -7
> COc1ccc(NC(=O)CSc2nnc(-c3ccco3)n2N)cc1Cl
  0, -4, 2, 0.9, -4, 8, 14, 0, 16
> C1=CC2=NC34CCCCC3CC3=C(CCCC3)N4C2=CC1=NC1CCCCC1 (centres undefined)
  6, -2, 10, -1.0, -2, 3, -1, 2, 13
> CC(=O)N[C@H]1[C@H](OC2CCCCC2)O[C@H](COC(C)=O)[C@@H](OC(C)=O)[C@@H]1OC(C)=O
  1, -6, 5, 1.2, -6, 0, 30, -1, -2
> Cc1ccc2c(c1)c1c3n2CCN(CC(O)CNC(C)C)C3CCC1 (centres undefined)
  4, -18, -2, 3.0, -2, -3, 1, 2, -9
> FC(F)(F)c1nnc(-c2ccccc2)nc1Sc1ccc(Cl)cc1
  0, -1, 8, -1.1, 0, -2, 72*, -2, -1
